TEAD-YAP inh – TEAD-YAP interaction inhibition. HEK-TIYL cells, TEAD-Gal4/YAP UAS-luciferase luminescence. inhibition, % at 9.12 µM. 1.4% of 640,000 active. AID 1259422; in the data active means inhibition above about 32%;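 further: 0% = median of test compound wells and 100% = reference inhibitor wells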
MITF primary – inhibitors of human MITF; O75030; AlphaScreen MITF homodimerization, bead proximity signal; inhibition, % at 2.6 µM; 0.91% of 650,000 active; AID 1259374; in the data active means inhibition above about 50%;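 further: 0% = vehicle wells with protein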
Target sequence (O75030 whole entry, looked up): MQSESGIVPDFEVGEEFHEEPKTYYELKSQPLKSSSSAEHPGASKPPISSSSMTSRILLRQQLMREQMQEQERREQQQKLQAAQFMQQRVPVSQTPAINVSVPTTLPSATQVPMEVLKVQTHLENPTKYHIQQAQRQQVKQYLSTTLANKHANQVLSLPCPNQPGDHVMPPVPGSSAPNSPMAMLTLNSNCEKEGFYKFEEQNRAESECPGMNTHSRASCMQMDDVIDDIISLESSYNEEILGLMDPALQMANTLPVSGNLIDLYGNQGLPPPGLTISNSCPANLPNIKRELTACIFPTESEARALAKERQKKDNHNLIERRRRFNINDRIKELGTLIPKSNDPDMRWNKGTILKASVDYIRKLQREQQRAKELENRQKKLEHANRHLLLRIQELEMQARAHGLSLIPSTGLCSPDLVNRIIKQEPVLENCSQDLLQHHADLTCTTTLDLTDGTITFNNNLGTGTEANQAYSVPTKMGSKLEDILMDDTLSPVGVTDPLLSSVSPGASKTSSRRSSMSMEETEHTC
FBW7 activator – activators of human E3 ligase FBW7 | Q969H0 | AlphaScreen FBW7–phospho-cyclin E peptide binding, activator screen | normalized activity (activation), % at 26.1 µM | 0.13% of 650,000 active; in the data active means normalized activity above about 1.9%;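 further: purified mutant Fbw7 with reduced substrate affinity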
GPR151 activ – human GPR151 activation | activation, % at 11.2 µM | PathHunter beta-arrestin GPR151 cells, luminescence | AID 1508602 | 1% of 650,000 active; in the data active means activation above about 4.9%;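 further: 0% = median of compound wells and 100% = cells with positive control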
Target sequence (Q8TDV0 whole entry, looked up): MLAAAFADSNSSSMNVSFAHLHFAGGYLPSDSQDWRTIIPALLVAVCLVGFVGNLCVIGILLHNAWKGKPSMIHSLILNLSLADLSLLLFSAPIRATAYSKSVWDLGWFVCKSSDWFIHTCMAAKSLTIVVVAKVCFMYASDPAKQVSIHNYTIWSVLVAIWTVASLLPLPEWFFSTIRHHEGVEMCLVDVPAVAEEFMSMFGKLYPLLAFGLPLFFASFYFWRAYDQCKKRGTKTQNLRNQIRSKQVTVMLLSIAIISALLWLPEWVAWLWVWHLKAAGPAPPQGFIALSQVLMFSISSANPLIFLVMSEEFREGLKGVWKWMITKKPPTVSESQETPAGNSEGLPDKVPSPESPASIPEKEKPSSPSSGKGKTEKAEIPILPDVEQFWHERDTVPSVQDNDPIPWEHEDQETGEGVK
* hit, by the source's call.

SMILES	TEAD-YAP inh	MITF primary	FBW7 activator	GPR151 activ
O=C(/C=C/c1cccc2ccccc12)Nc1cccc([N+](=O)[O-])c1	-9	-8	0.1	1.1
CCn1c(C)nc2cc(C(=O)NNC(=O)C(C)(C)Oc3ccc(Cl)cc3)ccc21	5	8	0.1	-1.8
CCC(=O)Nc1ccc(Cl)c(NC(=O)COc2ccccc2[N+](=O)[O-])c1	-3	-2	0.1	-0.2
CCOCC(=O)N1CCC(Cn2cccn2)CC1	5	-6	0.1	0.2
CSc1nnc(C2CCN(C(=O)N3CCOCC3)CC2)n1C	1	-3	-0.1	0.9
Cc1nnc(SCC(=O)N2c3ccccc3Sc3ccccc32)[nH]c1=O	-5	23	0.9	-0.3
O=C(CN1CCN(c2ccc(F)cc2)CC1)c1ccc(F)cc1	0	4	1.1	0.9
CCOC(=O)C1CCN(C(=O)COC(=O)COc2ccc(C#N)cc2)CC1	6	-17	0.2	0.6
Cc1ccc(C(=O)Oc2ccc(C(=S)N3CCOCC3)cc2)cc1	-5	4	-0.4	1.5
O=C(NCc1cccs1)C(=O)Nc1cccc(C(F)(F)F)c1	-6	5	-0.1	0.0
CC1CCCC(C)N1C(=O)Cn1c(SCC(=O)NCc2ccco2)nc2ccccc21 (configuration not stated)	-6	6	0.1	0.0
COc1ccc(S(=O)(=O)NCC2COC3(CCCCC3)O2)cc1C (configuration not stated)	2	-1	-0.3	-0.5
N#CCCN(CCC#N)C(=O)c1ccc(Cl)cc1[N+](=O)[O-]	6	13	0.4	0.1
Cc1nnc(NC(=O)c2ccc(Cl)c([N+](=O)[O-])c2)s1	8	11	0.1	0.3
Cc1c(C(=O)Nc2cccc(C(F)(F)F)c2)sc2ncn(CC(=O)N3CCC(C)CC3)c(=O)c12	5	2	0.1	1.9
COc1ccccc1N=c1oc2c(C)ncc(CO)c2cc1C(=O)Nc1ccccc1F	7	2	-0.1	0.9
O=C(Nc1ccc(-c2noc(-c3ccccc3F)n2)cc1)c1cccs1	-6	6	0.0	0.0
COc1ccc(OC)c(CN2CCC(C(=O)NCCc3ccccc3)CC2)c1	0	-9	0.4	0.1
COc1cc(C(=O)NCC(=O)N/N=C/c2ccncc2)cc(OC)c1OC	-9	-3	0.1	-0.9
COc1ccc(NC(=O)C(NC(=O)CN2CC(=O)Nc3ccccc32)c2ccccc2)cc1 (configuration not stated)	12	-7	-0.1	0.4
CCCC(C)c1nnc(NC(=O)c2ccc(OC(C)=O)cc2)s1 (configuration not stated)	14	9	0.0	-0.1
Cc1cccc(NC2=NC(=S)N(c3ccc(Cl)cc3)C23CCCC3)c1	8	4	0.2	-1.0
N/C(=N\OC(=O)CCCN1C(=O)c2ccccc2C1=O)c1ccccn1	1	1	-0.2	5.3*
CCOC(=O)/C(N=Nc1cccc(C(F)(F)F)c1)=C(\O)CCl	-14	16	0.0	0.2
O=C(O)c1ccc2c(c1)C(=O)N(c1ccc(-c3ccc([N+](=O)[O-])cc3)cc1)C2=O	5	8	0.1	-0.6
CCOC(=O)c1ccc(CN(Cc2ccc(OC)cc2)S(=O)(=O)c2ccc(F)cc2)cc1	-6	-6	0.1	-1.4
Cc1ccccc1CNC(=O)C(C)n1c2ccccc2c2nc(=O)cc(C)n21 (configuration not stated)	-3	11	0.1	0.1
CS(=O)(=O)N(Cc1ccc(C(=O)NC2CC2)cc1)c1ccccc1	-8	1	-0.1	4.2
O=C(O)CCCCCNC(=O)/C=C/c1ccccc1[N+](=O)[O-]	-14	-1	-0.1	-0.5
CCC(C)(NC(C)=O)C(=O)NC1CCCCC1 (configuration not stated)	-2	1	0.0	-0.9

The final 7 compounds of the part before open the next one:
SMILES	TEAD-YAP inh	MITF primary	FBW7 activator	GPR151 activ
CCOC(=O)/C(N=Nc1cccc(C(F)(F)F)c1)=C(\O)CCl	-14	16	0.0	0.2
O=C(O)c1ccc2c(c1)C(=O)N(c1ccc(-c3ccc([N+](=O)[O-])cc3)cc1)C2=O	5	8	0.1	-0.6
CCOC(=O)c1ccc(CN(Cc2ccc(OC)cc2)S(=O)(=O)c2ccc(F)cc2)cc1	-6	-6	0.1	-1.4
Cc1ccccc1CNC(=O)C(C)n1c2ccccc2c2nc(=O)cc(C)n21 (configuration not stated)	-3	11	0.1	0.1
CS(=O)(=O)N(Cc1ccc(C(=O)NC2CC2)cc1)c1ccccc1	-8	1	-0.1	4.2
O=C(O)CCCCCNC(=O)/C=C/c1ccccc1[N+](=O)[O-]	-14	-1	-0.1	-0.5
CCC(C)(NC(C)=O)C(=O)NC1CCCCC1 (configuration not stated)	-2	1	0.0	-0.9
CC1(C)N=C(SCC(=O)Nc2ccc(Br)cc2)C(c2ccccc2)=N1	5	-14	2.4*	2.0
O=C1NC(=S)N/C1=C\c1ccc(Oc2ccc([N+](=O)[O-])cn2)cc1	4	-1	-0.2	0.6
Cc1ccc(CNC(=O)c2ccc(N3CCCCCC3)c([N+](=O)[O-])c2)cc1	0	16	-0.1	1.1
COc1cc(-c2nc3nc[nH]n3c2Nc2ccc(C)cc2)ccc1O	3	1	0.0	-5.0
C/C(=N/NC(=O)c1nnn(-c2nonc2N)c1C)c1ccc(N2CCCCC2)c(F)c1	1	4	0.0	-0.8
CSc1ncccc1C(=O)Nc1ccc(F)c(F)c1F	2	3	-0.1	-0.3
COc1ccc(-c2ccc3c(N)c(C(=O)Nc4ccc(C(C)=O)cc4)sc3n2)cc1	-24	2	0.0	-0.7
Cc1cc(=O)c2ccc(NC(=O)c3ccccc3)cc2[nH]1	-7	-1	0.0	2.1
Cc1nc(CNC(=O)CCC2(Cc3ccccc3)CCC(=O)N2)cs1 (configuration not stated)	17	3	0.1	-0.3
CC(=O)N1CCC(N(CCCOC(C)C)C(=S)Nc2ccc(C)cc2Cl)CC1	-13	-14	-0.3	0.3
COc1ccc2oc(/C=C/N(C)C)c(C(=O)c3ccccc3)c2c1	-5	1	0.0	-0.1
N#Cc1cccc(CN2CCC(N(Cc3ccco3)S(=O)(=O)c3cccs3)CC2)c1	0	7	-0.3	1.7
CC1CCN(C(=O)CSc2ccc3nnc(-c4cccc(F)c4)n3n2)CC1	5	6	0.0	3.3
O=C(C1=C(O)C(=O)N(c2ccccn2)C1c1cccc(Br)c1)c1ccco1 (configuration not stated)	1	3	-0.1	1.8
COc1ccc(N2C(=O)C(F)(F)C2c2ccccc2)cc1 (configuration not stated)	-2	3	-0.1	-0.7
CC(C)(C)C(=O)CSc1nc2cc(C(=O)NCc3ccccc3)ccc2c(=O)n1CCc1ccccc1	0	-11	-0.1	-0.1
COc1cccc(-c2nc3ccccc3c(=O)n2NC(=O)c2cccnc2)c1	-2	5	0.1	-0.2
CC(NC(=O)C1(c2ccccc2)CCCC1)C1COc2ccccc2O1 (configuration not stated)	11	2	0.0	-0.3
Cc1ccc(NC(=O)c2cc3c(=O)n4ccccc4nc3n2C)cc1Cl	-6	7	1.1	-0.1
CCc1ccc(OCC(O)CN2CCC(CN3C(=O)c4cccc5cccc(c45)C3=O)CC2)cc1 (configuration not stated)	-4	-7	-0.2	1.7
COC(CNC(=O)c1c[nH]c2ccc(S(=O)(=O)N(C)c3cccc(C)c3)cc2c1=O)OC	12	5	-0.2	0.9
O=C(NCCCN1CCOCC1)c1cc2c(s1)CCCC2	0	6	0.0	-1.0
COc1ccc(NC(=O)C/C(C)=N/NC(=O)c2cnccn2)cc1	-49	2	0.5	-1.6
COc1ccc(C(=O)NNC(=O)c2cccs2)cc1	-42	-1	-0.2	-0.6
Cc1ccc(C2(C)CC(C)(C)N(S(=O)(=O)c3ccccc3)c3ccccc32)cc1 (configuration not stated)	-3	4	0.2	-1.8
Cc1c(C(=O)Oc2ccc(F)cc2)sc2ncn(C)c(=O)c12	3	0	-0.1	0.3
CNCCOc1c(C)cc(C)cc1Br	4	15	0.1	0.7
COc1cccc(NC(=O)CCC2CCN(C(=O)C3CCCC3)CC2)c1	5	8	0.2	-0.1
O=C(c1cc(-c2ccc(F)cc2)on1)N1CCOCC1	-34	-3	-0.1	-2.4
COc1ccc(C(C)=O)cc1CSc1nc2ccsc2c(=O)n1Cc1ccc2c(c1)OCO2	-8	11	-0.1	0.7

A second format for some results above.
mol: Cc1c(C(=O)Oc2ccc(F)cc2)sc2ncn(C)c(=O)c12
  TEAD-YAP inh: 3
  MITF primary: 0
  FBW7 activator: -0.1
  GPR151 activ: 0.3

mol: COc1ccc(NC(=O)C/C(C)=N/NC(=O)c2cnccn2)cc1
  TEAD-YAP inh: -49
  MITF primary: 2
  FBW7 activator: 0.5
  GPR151 activ: -1.6

mol: O=C(NCCCN1CCOCC1)c1cc2c(s1)CCCC2
  TEAD-YAP inh: 0
  MITF primary: 6
  FBW7 activator: 0.0
  GPR151 activ: -1.0

mol: Cc1ccc(NC(=O)c2cc3c(=O)n4ccccc4nc3n2C)cc1Cl
  TEAD-YAP inh: -6
  MITF primary: 7
  FBW7 activator: 1.1
  GPR151 activ: -0.1

Carrying on.
SMILES	TEAD-YAP inh	MITF primary	FBW7 activator	GPR151 activ
O=C1c2cccc3cccc(c23)C(=O)N1CCCC(=O)N1CCCc2ccccc21	5	14	0.1	0.8
CCN(CC)CCC(=O)c1ccc(F)cc1	7	26	0.1	0.2
O=C1NC(=O)C(=Cc2cc(Cl)ccc2OCc2ccc([N+](=O)[O-])cc2)C(=O)N1	-19	4	0.1	0.4
O=C(NCC1Cc2cc(-c3cncnc3)cc(Cl)c2O1)c1cccc(Cn2cccn2)c1 (configuration not stated)	3	15	-0.5	0.2
Cc1ccc(Sc2cc(C(=O)NC3CCCCC3C)c3ccccc3n2)cc1 (configuration not stated)	-12	-7	-0.1	0.3
CCc1ccc(Nc2oc(C)cc(=O)c2C(C)=O)cc1	3	6	0.1	0.1
Nc1nc(NCCN2CCOCC2)cc(NCc2ccccc2)n1	25	9	0.4	3.7
O=C(c1cc2c(=O)n3ccccc3nc2s1)N1CCCCCC1	-39	-15	-0.1	0.2
Cc1cc(Nc2cccc(C(F)(F)F)c2)n2nc(C)nc2n1	4	8	-0.3	0.8
CN1CCN(S(=O)(=O)Cc2cccc(C(F)(F)F)c2)CC1	3	-5	-0.2	0.2
O=C1OC(c2ccco2)=N/C1=C\c1cccc([N+](=O)[O-])c1	-5	-3	-0.1	-0.4
COc1cccc(NCC(O)Cn2nnnc2-c2ccccc2)c1 (configuration not stated)	-1	-2	-0.2	-0.5
Cc1cnc(Nc2cccc(N(C)C)c2)nc1Nc1ccc2c(c1)OCO2	40*	23	-0.3	0.5
COc1ccc([C@@H]2C[C@H](C(=O)NC(C)c3ccccc3)N(C)S(=O)(=O)N2)cc1OC (some centres not stated)	0	-6	-0.2	-1.1
Cc1cccc(C)c1NC(=O)CCCN1C(=O)NC2(CCCC2)C1=O	-2	6	0.0	1.2
CN(C)S(=O)(=O)c1ccc(C(=O)Nc2sc3c(c2C#N)CCCC3)cc1	-1	3	-0.1	-0.6
CCOC(=O)c1sc(NC(=O)C=C(C)C)nc1C	-14	9	0.2	-0.6
CCC(=O)N1CCN(c2ccc(NC(=O)COc3ccccc3[N+](=O)[O-])cc2Cl)CC1	12	3	0.1	0.9
Cc1ccc(Oc2nc3ccccn3c(=O)c2/C=C(\C#N)C(=O)NC2CCCCC2)cc1	-1	5	0.2	-4.5
CCCCc1cc(C(=O)Cc2csc(C)n2)c(O)cc1O	4	-4	0.1	1.9
O=C(N/C(=C\c1ccco1)C(=O)N1CCOCC1)c1ccco1	-6	-2	-0.2	0.8
CCCc1c(C(=O)N[C@H]2C[C@H]3C(=O)N[C@H](C)C(=O)N3C2)cnn1-c1ccccc1	18	13	0.5	-0.1
CC(=O)Nc1ccc(N=Cc2sccc2C)cc1	-4	6	0.1	0.5
COc1cccc(CNC(=O)c2cn(CCN(C)C)c3cc(-c4cn[nH]c4)ccc23)c1	-9	-12	-0.1	2.7
COc1ccc(OC)c(NC(=O)Cc2c[nH]c3ccccc23)c1	-13	25	0.9	-0.9
CCCN(CCC)c1ncnc2c1cnn2-c1ccc(C)cc1C	-45	5	0.2	0.4
COc1ccccc1N=CC1=C(O)CC(C)(C)CC1=O	0	-14	0.1	-0.1
CC(C)(C)c1ccc(OCCNS(=O)(=O)c2ccccc2[N+](=O)[O-])cc1	-1	8	-0.1	-0.5
O=C(O)COc1ccccc1/C=C/c1ccc2cccc(OCc3ccccc3)c2n1	7	16	0.3	0.8
CN1CCN(C(=O)c2c(NC(=O)c3ccc(Cl)cc3)sc3c2CCC(C(C)(C)C)C3)CC1 (configuration not stated)	3	-2	-0.2	1.5
CC1=C(C(=O)OC2CCCCC2)C(c2ccsc2)C2=C(CCCC2=O)N1 (configuration not stated)	3	8	0.0	1.3
COCc1nnc(NC(=O)/C=C/c2cccc([N+](=O)[O-])c2)s1	5	10	0.0	-0.1
COc1ccccc1CNCc1cccs1	-10	-7	-0.1	0.1
O=c1[nH]c(-c2ccncc2)nc2sc3c(c12)CCCC3	-11	-1	-0.1	-1.6
CN1[C@@H](C(=O)Nc2ccc3c(c2)OCO3)C[C@@H](c2ccco2)NS1(=O)=O	-1	-4	-0.1	2.2

Results in TEAD-YAP inh (2 entries from above):
SMILES | TEAD-YAP inh
CC1=C(C(=O)OC2CCCCC2)C(c2ccsc2)C2=C(CCCC2=O)N1 (configuration not stated) | 3
COCc1nnc(NC(=O)/C=C/c2cccc([N+](=O)[O-])c2)s1 | 5

Arranged by length of the SMILES (lowest first): some entries from above.
SMILES	TEAD-YAP inh	MITF primary	FBW7 activator	GPR151 activ
O=c1[nH]c(-c2ccncc2)nc2sc3c(c12)CCCC3	-11	-1	-0.1	-1.6
O=C(O)COc1ccccc1/C=C/c1ccc2cccc(OCc3ccccc3)c2n1	7	16	0.3	0.8
CN1[C@@H](C(=O)Nc2ccc3c(c2)OCO3)C[C@@H](c2ccco2)NS1(=O)=O	-1	-4	-0.1	2.2
CN1CCN(C(=O)c2c(NC(=O)c3ccc(Cl)cc3)sc3c2CCC(C(C)(C)C)C3)CC1 (configuration not stated)	3	-2	-0.2	1.5

Screening data (PubChem)

Random draw from the library; about 3.5% have a hit in one of these screens.
